# POLI inh: qHTS for Inhibitors of Polymerase Iota; Potency, µM (top dose mostly 115 µM), without a hit: at the highest dose activity, negative = inhibition, hits mostly inhibitors; AID 588590, 2011; DNA polymerase iota (Homo sapiens), Q9UNA4; Pol iota fluorescent replication assay, 10 min; 390,000 tested, 1% active; note: potency is the fitted concentration of half-maximal effect
#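 Pol iota at 10 nM preincubated 15 min with compounds at room temperature; reaction started with fluorescent substrate, 50 nM final. Fluorescence read kinetically at 0 and 10 min; buffer-only wells as negative control.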
# APEX1 inh: qHTS Assay for Inhibitors of the Human Apurinic/apyrimidinic Endonuclease 1 (APE1); Potency, µM (series often up to 65.8 µM), inactives show at the highest dose activity change, negative = inhibition, hits mostly inhibitors; 350,000 tested, 0.35% active; DNA repair nuclease/redox regulator APEX1 (Homo sapiens), P27695; recombinant APE1, TAMRA/BHQ-2 abasic DNA cleavage fluorescence; AID 2517, 2012;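 note: potency is the fitted concentration of half-maximal effect; plate controls were vehicle for no effect and reference inhibitor for full effect; nearly all actives have a fitted effect of over 55% in size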
# Target sequence (P27695 whole entry, looked up): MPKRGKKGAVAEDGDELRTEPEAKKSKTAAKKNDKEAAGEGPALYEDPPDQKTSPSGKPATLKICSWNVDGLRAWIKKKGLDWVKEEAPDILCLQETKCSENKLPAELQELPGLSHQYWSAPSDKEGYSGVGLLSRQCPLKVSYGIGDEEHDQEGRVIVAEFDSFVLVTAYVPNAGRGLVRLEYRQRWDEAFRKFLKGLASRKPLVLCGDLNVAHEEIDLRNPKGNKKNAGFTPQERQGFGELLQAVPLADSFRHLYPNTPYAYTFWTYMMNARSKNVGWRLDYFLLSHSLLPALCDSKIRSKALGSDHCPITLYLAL
#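 Substrate: short duplex with […] THF abasic site, 5'-TAMRA and 3'-BHQ-2, 50 nM final. APE1 at 0.75 nM, preincubated 15 min RT with compound. Fluorescence increase from first to third read measured activity.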
# POLB inh: qHTS Assay for Inhibitors of DNA Polymerase Beta | P06746 | Pol beta primer extension/strand displacement, fluorescence kinetic | Potency, µM (highest dose often 114 µM), for the others: top-dose activity change, negative = inhibition, usual class: inhibitors | 340,000 tested, 1.3% active; note: potency is the fitted concentration of half-maximal effect; % is set by controls: 0 for no effect and ±100 for the full control effect
#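 Preincubation: enzyme (10 nM) with compound, 15 min, RT. Reaction: substrate added to 50 nM final. Reads: 0 and 10 min. Analysis: normalized, Hill fit.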
# Pol eta inh: qHTS for Inhibitors of Polymerase Eta | DNA polymerase eta (Homo sapiens), Q9Y253 | recombinant Pol eta, fluorescent DNA replication assay | Potency, µM (top dose mostly 114 µM), without a hit: at the top dose activity change, negative = inhibition, actives largely listed as inhibitors | 390,000 tested, 1.2% active | AID 588591, 2011; note: potency is the fitted concentration of half-maximal effect; % is set by controls: 0 for no effect and ±100 for the full control effect
#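 Pol eta (10 nM) was preincubated with compounds for 15 min at room temperature, after which fluorescent replication substrate (50 nM final) was added to start the reaction. Fluorescence was read kinetically at 0 and 10 min.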
# Apoferritin bind: qHTS Assay for Identification of Novel General Anesthetics. 350,000 tested, 0.074% active. apoferritin/1-aminoanthracene competitive binding, fluorescence. Ferritin light chain (Equus caballus), P02791. Potency, µM (series often up to 77.5 µM), for the others: at the top dose activity change, negative = displacement, usual class: inhibitors; note: potency is the fitted concentration of half-maximal effect; % is set by controls: 0 for no effect and ±100 for the full control effect; nearly all actives have a fitted effect of over 20% in size
# Target sequence (P02791 2-175 limits assumed): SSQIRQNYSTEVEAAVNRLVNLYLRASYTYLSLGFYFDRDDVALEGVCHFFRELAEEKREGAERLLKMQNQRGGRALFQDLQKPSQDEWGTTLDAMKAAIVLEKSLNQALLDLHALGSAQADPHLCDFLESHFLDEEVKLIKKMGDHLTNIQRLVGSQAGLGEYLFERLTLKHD
#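 Concentration-response curves derived by four-parameter Hill fitting of normalized fluorescence, where compounds displaced 1-AMA from 10 uM horse apoferritin following a brief 10 min room-temperature incubation; propofol titration acted as positive control.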
# RXFP1 antag: qHTS Assay for Antagonists of the Relaxin Receptor RXFP1; Relaxin receptor 1 (Homo sapiens), Q9HBX9; HEK293-RXFP1, relaxin-stimulated cAMP HTRF, 30 min; hits give low values; activity change, negative = inhibition, % at 57.5 µM; 350,000 tested, 0.59% active; AID 1259400, 2018;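 active = activity change of -60% or lower, but not beyond a set lower limit; inconclusive = change between -60% and -40%, or beyond the set limit; inactive = change above -40%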; note: % is set by controls: 0 for no effect and ±100 for the full control effect
# BLM inh: qHTS Assay for Inhibitors of Bloom's syndrome helicase (BLM); RecQ-like DNA helicase BLM (Homo sapiens), P54132; recombinant BLM DNA unwinding, fluorescence dequenching; Potency, µM (series often up to 56.1 µM), inactives show at the highest dose activity change, negative = inhibition, usual class: inhibitors; 350,000 tested, 0.2% active; AID 2528, 2010;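 note: potency is the fitted concentration of half-maximal effect; plate controls were vehicle for no effect and no enzyme for full effect; nearly all actives have a fitted effect of over 35% in size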
# Pol kappa inh: qHTS for Inhibitors of Polymerase Kappa; Potency, µM (series often up to 107 µM), for inactives: top-dose activity, negative = inhibition, usual class: inhibitors; purified Pol kappa, fluorescent DNA synthesis assay, 10 min; 400,000 tested, 0.53% active; AID 588579, 2011; DNA polymerase kappa (Homo sapiens), Q9UBT6; note: potency is the fitted concentration of half-maximal effect; % is set by controls: 0 for no effect and ±100 for the full control effect
#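 10 nM Pol kappa was preincubated with compounds for 15 min at room temperature. Reaction started with 50 nM (final) substrate. Fluorescence read kinetically at 0 and 10 min.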
# Tb PGK inh: qHTS Assay to Find Inhibitors of Phosphoglycerate Kinase; Phosphoglycerate kinase, glycosomal (Trypanosoma brucei brucei), P07378; PGK/GAPDH coupled, Kinase-Glo luminescence, 60 min; Potency, µM (titrated, usually from 57.5 µM), for inactives: at the highest dose activity change, negative = inhibition, actives largely listed as inhibitors; 380,000 tested, 0.043% active; AID 602233, 2012; note: potency is the fitted concentration of half-maximal effect; % is set by controls: 0 for no effect and ±100 for the full control effect; nearly all actives have a fitted effect of over 60% in size
# Target sequence (P07378 whole entry, looked up): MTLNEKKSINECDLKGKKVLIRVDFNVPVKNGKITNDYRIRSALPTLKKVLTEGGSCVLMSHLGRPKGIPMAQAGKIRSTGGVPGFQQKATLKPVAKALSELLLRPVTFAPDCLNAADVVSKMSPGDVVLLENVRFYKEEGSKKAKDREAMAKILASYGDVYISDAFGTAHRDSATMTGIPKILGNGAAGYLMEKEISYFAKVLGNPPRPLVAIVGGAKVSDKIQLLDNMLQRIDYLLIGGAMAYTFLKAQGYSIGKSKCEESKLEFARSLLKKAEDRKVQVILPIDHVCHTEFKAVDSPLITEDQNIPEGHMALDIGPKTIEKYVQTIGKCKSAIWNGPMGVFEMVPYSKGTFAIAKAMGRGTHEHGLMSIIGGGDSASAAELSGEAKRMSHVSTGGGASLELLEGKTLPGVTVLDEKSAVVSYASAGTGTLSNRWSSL
#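 Recombinant glycosomal PGK reaction used 1,3-bisphosphoglycerate generated in-well by GAPDH (100nM final) in 100mM TEA pH 7.6, 5mM MgCl2, 0.01% Tween-20. After 60 minutes at room temperature, ATP was read by Kinase-Glo Plus luminescence end-point.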
# * = called active by the depositor; i = inactive; ? = inconclusive; · = no result given; & = joins results of further samples; [ ] = dose if it differs, or a comment. Unless noted, calls come from the whole dose curve; as a rule, active = well fitted curve in the direction sought with a large enough effect; inconclusive = small, poorly fitted or top-dose-only effect, or another doubt; inactive = no such curve, though single readings can be large; an effect the other way counts as inactive or inconclusive. Not all compounds are listed, so the mix of outcomes need not match the whole.
SMILES,POLI inh,APEX1 inh,POLB inh,Pol eta inh,Apoferritin bind,RXFP1 antag,BLM inh,Pol kappa inh,Tb PGK inh
CCCCC(CC)C(=O)Nc1cc(C(=O)NCc2ccc(C)cc2)ccc1N1CCC2(CC1)CC(c1ccccc1)=NO2 (stereo not given),27%,10%,-2%,-12%,8%,·,-1%,12%,i
Nc1ccc(Cc2ccc(N)c(C(=O)O)c2)cc1C(=O)O,-19%,7%,-12%,3%,-9%,6,-1%,0%,i
O=C(CSc1nnc(-c2ccccc2)n1-c1ccc(Cl)cc1)NNC(=S)Nc1ccccc1,11%,?,5%,-25%,-5%,-30,3%,-5%,8%
COc1ccc(NC(=O)c2cc(S(=O)(=O)NCC3COc4ccccc4O3)ccc2F)cc1 (stereo not given),2%,2%,-2%,-12%,-14%,18,-6%,-11%,-3%
COc1ccc(NC(=O)C2CCCN(C(=O)Nc3ccc(OC)cc3)C2)cc1 (stereo not given),-20%,0%,12%,-3%,3%,-4,-4%,-5%,-2%
COc1ccc(C(=O)Nn2c(SCC(=O)NCC3CCCO3)nc3ccccc3c2=O)cc1 (stereo not given),21%,-4%,0%,-4%,-7%,-1,3%,-19%,-10%
COc1cccc(Cc2nc3ccccc3nc2SCC(=O)NCCc2ccccc2)c1,13%,·,?,-27%,-2%,·,-2%,-4%[60.1 µM],7%
Brc1ccc(C2C3=C(Nc4ncnn42)c2ccccc2OC3c2ccncc2)cc1 (stereo not given),6%,-8%,19%,-13%,-7%,16,-16%,-15%,2%
Cc1nn(-c2ccccc2)c(C)c1C(=O)OCC(O)=C(C#N)c1nc2ccccc2[nH]1,47%[activator],·,·,?,·,-9,·,-11%,i
COc1ccc(CCC(=O)NNC(=O)Nc2ccc(OC)c(OC)c2)cc1,35%[activator],-2%,27%,-8%,-5%,-4,-10%,5%,8%
Cn1nc(-c2ccc(OCC(=O)NCC3CCCO3)cc2)c2ccccc2c1=O (stereo not given),8%,-1%,10%,-4%,-9%,-5,-1%,3%,-8%
COc1ccc(NC(=O)N2CCN(S(C)(=O)=O)CC2)cc1OC,-6%,2%,7%,-9%,-5%,4,0%,8%,i
CC[C@@]1(C(=O)OC)N[C@H](CN(C)C(=O)NC(C)C)[C@@H]2C(=O)N(Cc3ccccc3)C(=O)[C@@H]21,-24%,1%,·,-4%,·,·,·,11%,i
COCCNC(=O)c1cc(C(=O)CC(C)C)c[nH]1,129%[activator],-1%,-14%,-6%,-11%,-1,1%,-4%,i
CC(=O)Nc1ccc(C(=S)NCC2(N(C)C)CCCCC2)cc1,56%[activator],-4%,3%,-25%,-8%,-4,-2%,4%,-3%
CCN(Cc1ccccc1)C(=O)Cn1c(=O)n(-c2cccc(C)c2)c(=O)c2c1c1cc(OC)ccc1n2C,10%,·,5%,-13%,27%,·,-2%,7%,-2%
O=C(NCc1ccco1)c1cnn2c1NC(c1ccccc1)CC2C(F)(F)F (stereo not given),-2%,-5%,9%,0%,?,1,2%,-15%,i
CCC1COCCS(=O)(=O)N1Cc1ccccc1C (stereo not given),22%&44%,-2%,38%,-22%,-12%,·,0%,-4%&5%,-7%
O=C(Oc1nsnc1N1CCOCC1)N1CCCC1,12%,·,·,-1%,·,3,·,-1%,-9%
CCOc1cc(S(=O)(=O)Nc2ccc(CC)cc2)ccc1Cl,18%,1%,?,-19%,?,-10,-22%,-14%,-5%
COc1ccc(OC)c(NC(=O)C2CCC(CNc3c(N4CCOCC4)c(=O)c3=O)CC2)c1 (stereo not given),88%[activator],1%,35%,-11%,-4%,7,-1%,7%,-3%
CC(C)(C)S(=O)(=O)/C(C#N)=N/Nc1ccc(C#N)cc1,56%[activator],8%,2%,-12%,-18%,-18,0%,6%,i
CCOc1ccc2nc(NC(=O)Nc3cccs3)sc2c1,26%,?,0%,-20%,4%,·,-5%,-17%,-1%
Cc1ccccc1NC(=O)CCNC(=O)Cn1ccc2ccccc2c1=O,23%,·,12%,-14%,-9%,·,-4%,1%,i
COc1ccc(CCNC(=O)CSc2ccsc2[N+](=O)[O-])cc1OC,-8%,-3%,?,-8%,-15%,0,-9%,-3%[60.1 µM],-2%
O=C(Nc1cccc(Cl)c1N1CCCC1)c1ccc(Br)o1,21%,0%,?,-21%,-20%,-7,-8%,-13%,-3%
CC(C)NC(=O)CSc1nc(-c2ccccc2)cs1,15%,?,-4%,-23%,-6%,5,-11%,0%,-9%
CC(Sc1nnc(COc2ccccc2)n1-c1ccccc1)C(=O)O (stereo not given),33%[activator],-7%,0%,2%,-4%,-4,1%,19%,-3%
CCC(C)c1ccc(NC(=O)COC(=O)CCNS(=O)(=O)c2cccs2)cc1 (stereo not given),-8%,6%,·,-22%,·,-15,·,4%,-7%
CCOCC(=O)Nc1ccc2c(c1)N(S(=O)(=O)c1cccs1)CCC2,16%,16%,·,-2%,·,-12,·,-2%,i
Cc1ccc2oc(=O)c3cc(C(=O)NCc4ccco4)sc3c2c1,-13%,-1%,-1%,1%,-12%,·,0%,-16%,1%
CCCNC(=O)Cn1nc(C(F)(F)F)c2c1CCC2,40%[activator],19%,28%,-6%,-10%,-12,-2%,-4%,10%
CC(O)CN(CCC(N)=O)CCC(N)=O (stereo not given),1%,1%,25%,-3%,-14%,-5,0%,0%,4%
O=C(CSc1nnc(-c2cccs2)n1CC1CCCO1)c1cc2ccccc2o1 (stereo not given),?,2%,?,-18%,?,-10,-4%,-9%,-2%
COc1ccc(CC2(CO)CCN(Cc3c(C)nn(C(C)C)c3C)CC2)cc1,49%[activator],5%,12%,-16%,-4%,-19,-3%,-7%,-5%
O=C(CCCn1c(=O)c2cccn2c2cccnc21)NCc1ccc(F)cc1,21%,·,-26%,-9%,32%[activator],11,0%,2%,-3%
O=C(NC1CCCC1)C1c2ccccc2C(=O)N1C1CCCCC1 (stereo not given),13%,0%,0%,-5%,-7%,6,-3%,-6%,9%
c1ccc(C2=Nn3c(nnc3-c3cccs3)SC2)cc1,4%,-6%,20%,-2%,-7%,-12,-1%,2%,-12%
CC(=O)[C@@]1(O)CCC2C3C=CC4=CC(=O)CC[C@]4(C)C3CC[C@@]21C (stereo not given in full),-16%,-3%,·,-7%,·,-13,·,1%,-10%
O=C(C1=C(O)C(=O)N(Cc2ccccc2)C1c1ccncc1)c1ccco1 (stereo not given),7%,-4%,-14%,7%,-9%,6,-3%,-6%,-5%
COc1ccc(N2CCN(c3nc4ccc(C(=O)c5ccccc5)cc4n4cnnc34)CC2)cc1,-7%,·,22%,-2%,19%,-9,-7%,0%,1%
CC(C)CCN(C)C1CCN(C(=O)Nc2c(F)cccc2F)CC1,-24%,0%,22%,-8%,-16%,·,1%,1%,-1%
CC1CCCC=CC2CC(OC(=O)CN(C)C)CC2C(O)C=CC(=O)O1 (stereo not given),24%,·,·,-5%,·,-2,·,1%,-10%
OC(CNCCNc1ncccc1C(F)(F)F)Cn1ccc2ccccc21 (stereo not given),25%,?,0%,-21%,6%,-5,-1%,5%,-5%
CC(=O)N1CCN(S(=O)(=O)c2ccc(C)cc2)C1C(C)C (stereo not given),23%,2%,37%,-19%,-7%,-5,-5%,2%,-4%
Cc1ccccc1C(=O)NNC(=O)C(C)N1C(=O)c2ccccc2C1=O (stereo not given),11%,0%,14%,-17%,-2%,-11,-3%,-11%,-5%
O=[N+]([O-])c1ccc(-c2nc(Nc3cccc(O)c3)c3ccccc3n2)cc1,17%,9%,-5%,-17%,-15%,-10,-7%,6%,·
CCCc1[nH]nc2c1C(c1ccc(OC)c(CSC3=NCCS3)c1)C(C#N)=C(N)O2 (stereo not given),6%,16%,6%,-2%,?,-2,?,-3%,-8%
O=C(COc1ccc2ccc(=O)oc2c1)N1CC[C@@]2(O)CCCC[C@H]2C1,7%,19%,17%,-15%,-13%,·,0%,3%,-1%
Cn1c(=O)c2cc(S(=O)(=O)NC(Cc3ccccc3)C(=O)NCc3ccco3)ccc2n(C)c1=O (stereo not given),186%[activator],1%,5%,-21%,-16%,·,-6%,-9%,2%

# Screening results as filed in PubChem.
